Compound activity (PubChem BioAssay)
IMPase Li inh – qHTS Assay for Identifying the Cell-Membrane Permeable IMPase Inhibitors: Potentiation with Lithium; CHO-M1 cells, IP1 TR-FRET (IP-One), carbachol + lithium; Potency, µM (titrated, usually from 59.4 µM), without a hit: at the highest dose activity, negative = IMPase inhibition, most hits filed as inhibitors; hit rate 0.35% among 210,000;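 note: IP1 builds up when IMPase is blocked and the TR-FRET signal falls; potency is the fitted concentration of half-maximal effect; plate controls were basal vehicle for no effect and high inhibitor control for full effect; nearly all actives have a fitted effect of over 50% in size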
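CHO cells stably expressing M1 receptor (2000/well) were cultured 16–30 h, then exposed to compounds with a small lithium addition for 30 min at 37C. IP1 was measured by TR-FRET competition; AC50 from Hill fits.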
LMNA splice mod – qHTS Assay for Modulators of Lamin A Splicing; HeLa LMNA splicing GFP/RFP minigene ratio, 48 h; hit rate 0.01% among 200,000; AID 1487, 2009; Potency, µM (doses to about 46.1 µM), without a hit: top-dose ratio change, negative = inhibition, most hits filed as inhibitors; active = well fitted inhibition curve with a large enough effect in the signal ratio, with a control signal flat, not every such curve was filed as active; inconclusive = small, poorly fitted or top-dose-only effect, or effect the other way, or a change in a side signal; the % refers to the signal ratio; note: potency is the fitted concentration of half-maximal effect; % is set by controls: 0 for no effect and ±100 for the full control effect
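S3 HeLa cells stably expressing lamin A-EGFP splicing minigene plus DsRed2, 600 cells/well, 48 h compound exposure at 37C. Laser-scanning cytometry; analysed as GFP (500-530 nm)/RFP (575-640 nm) total intensity ratio; 0.5% DMSO vehicle.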
SMN2 splice enh – qHTS Assay for Enhancers of SMN2 Splice Variant Expression; HEK293 SMN2-luciferase splicing reporter, luminescence, 30-36 h; Potency, µM (titrated, usually from 46.1 µM), for inactives: top-dose activity change, positive = activation, hits mostly activators; hit rate 2.8% among 210,000; note: potency is the fitted concentration of half-maximal effect; % of control where 0% means no effect; nearly all actives have a fitted effect of over 55% in size
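HEK293 cells carry an SMN2 […]–luciferase reporter in which exon 7 inclusion puts luciferase in frame. Cells were plated 10-12 h before compound addition, then incubated 30-36 h at 37C. ONE-Glo luminescence was read; sodium butyrate at 4.5 mM final served as control.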
KinaseGlo FLuc – Counterscreen for Luciferase (Kinase-Glo TM) Inhibition; Kinase-Glo luciferase, ATP luminescence, 8 min; Potency, µM (top dose mostly 38.3 µM), for the others: at the highest dose activity change, negative = inhibition, actives largely listed as inhibitors; hit rate 0.28% among 200,000; AID 1379, 2008; note: potency is the fitted concentration of half-maximal effect; % is set by controls: 0 for no effect and ±100 for the full control effect; nearly all actives have a fitted effect of over 60% in size
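Recombinant Kinase-Glo luciferase, 10 uM ATP (linear range), luciferin; imidazole pH 7.2 / KCl / MgCl2 / Tween / BSA buffer; 8 min RT; luminescence.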
HTT ATP protect – qHTS Multiplex Assay to Identify Dual Action Probes in a Cell Model of Huntington: Cytoprotection (ATP); PC12 HTT-Q103 induced, cytoprotection, ATP luminescence, 40 h; Potency, µM (top dose mostly 56.4 µM), for inactives: cytoprotection (ATP increase), most hits filed as activators; hit rate 0.14% among 230,000;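 note: potency is the fitted concentration of half-maximal effect; % of control where 0% means no effect; nearly all actives have a fitted effect of over 45% in size; toxic huntingtin expression switched on by the ecdysone agonist tebufenozide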
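PC12 cells stably carrying ecdysone-inducible Htt exon 1 (Q103)–GFP were induced with 100 nM tebufenozide (final) alongside library compounds in a dose series. Cytoprotection was scored as retained ATP by ATPlite luminescence.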
CBFb-RUNX1 inh – qHTS Assay for Compounds Blocking the Interaction Between CBF-beta and RUNX1 for the Treatment of Acute Myeloid Leukemia; 230,000 tested, under 10 active; AlphaScreen CBFb-His/RUNX1-biotin binding, biochemical; Potency, µM (top dose mostly 59.8 µM), inactives show at the highest dose activity, negative = inhibition, actives largely listed as inhibitors; note: % of control where 0% means no effect
Target sequence (Q01196 whole entry, looked up): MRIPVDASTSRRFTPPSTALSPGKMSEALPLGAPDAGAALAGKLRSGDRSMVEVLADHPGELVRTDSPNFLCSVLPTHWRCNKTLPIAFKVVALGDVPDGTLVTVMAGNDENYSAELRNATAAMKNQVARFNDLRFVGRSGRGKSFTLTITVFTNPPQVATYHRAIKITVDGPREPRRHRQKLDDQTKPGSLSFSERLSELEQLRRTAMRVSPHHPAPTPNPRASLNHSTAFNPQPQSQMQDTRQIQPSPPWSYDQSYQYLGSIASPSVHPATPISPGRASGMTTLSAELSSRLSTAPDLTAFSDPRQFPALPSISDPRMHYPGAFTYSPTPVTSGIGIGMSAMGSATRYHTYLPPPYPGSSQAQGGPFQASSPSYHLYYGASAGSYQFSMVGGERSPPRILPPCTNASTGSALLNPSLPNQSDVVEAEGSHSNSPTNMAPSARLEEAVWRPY
Target sequence (Q13951 whole entry, looked up): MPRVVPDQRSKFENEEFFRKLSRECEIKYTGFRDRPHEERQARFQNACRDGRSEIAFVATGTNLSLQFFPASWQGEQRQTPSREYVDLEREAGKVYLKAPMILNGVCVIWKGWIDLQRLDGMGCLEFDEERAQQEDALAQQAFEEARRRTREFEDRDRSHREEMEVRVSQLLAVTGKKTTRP
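His-tagged CBF-beta and biotinylated RUNX1 (30 nM each) were premixed 20 min at room temperature, exposed to compound for 15 min, then given nickel-chelate and streptavidin AlphaScreen beads (50 ng each). After 90 min, AlphaScreen signal was read.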
HttQ103 aggreg – qHTS Multiplex Assay to Identify Dual Action Probes in a Cell Model of Huntington: Aggregate Formation (GFP); PC12 HttQ103-GFP aggregates, Acumen cytometry, 40 h; hit rate 1.1% among 220,000; Potency, µM (doses to about 46.1 µM), without a hit: at the highest dose activity change, negative = inhibition, usual class: inhibitors; note: potency is the fitted concentration of half-maximal effect; % is set by controls: 0 for no effect and ±100 for the full control effect; nearly all actives have a fitted effect of over 60% in size
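Multiplexed with ATP-based cell death, this channel scores GFP aggregates in PC12 cells expressing inducible HTTex1-Q103-GFP. Induction used 100 nM tebufenozide; compounds were tested in concentration series.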
Active calls of the source: *; u = inconclusive; x = not tested or not shown; & = joins results of further samples; [ ] = another dose, or the depositor's remark. Unless noted, calls come from the whole dose curve; as a rule, active = well fitted curve in the direction sought with a large enough effect; inconclusive = small, poorly fitted or top-dose-only effect, or another doubt; inactive = no such curve, though single readings can be large; an effect the other way counts as inactive or inconclusive.

nr | molecule | HTT ATP protect | HttQ103 aggreg | KinaseGlo FLuc | CBFb-RUNX1 inh | SMN2 splice enh | LMNA splice mod | IMPase Li inh
1 | COc1cc(C2NC(=O)NC(O)(C(F)(F)F)C2C(=O)c2ccc(Cl)cc2)ccc1O (configuration not stated) | -3% | -2% | 2% | 1% | -16% | 2% | -10%[38.3 µM]
2 | CCNC(=S)Nc1ccc(NC(=O)c2ccccc2O)cc1 | 1%[10 µM] | -9%[9.22 µM] | x | -13% | x | x | x
3 | CN(c1ccc(C(=O)NCc2ccccn2)cc1)S(C)(=O)=O | 13% | 12% | 0% | 5% | 2% | 5% | -10%[38.3 µM]
4 | COc1ccc(NS(=O)(=O)c2ccc(N3CCOCC3)c(NC(=O)c3ccccc3Br)c2)cc1 | 26%[10 µM] | 33%[9.22 µM] | x | -1% | x | x | x
5 | Cn1nc(-c2ccc(N3CCOCC3)c(NS(=O)(=O)c3ccccc3)c2)c2ccccc2c1=O | -16% | u | -1% | 13% | u | 6% | 25%[38.3 µM]
6 | Cc1cccnc1NC(=O)CCCN1C(=O)c2ccccc2C1=O | -6%[10 µM] | 0% | -2% | 1% | 0% | -2% | 16%[38.3 µM]
7 | Oc1ccc(NC(=S)N=Nc2c(O)[nH]c3ccccc23)cc1 | 4%[10 µM] | 21%[9.22 µM] | 0% | -25% | 2% | u | 8%
8 | COC(=O)[C@H]1O[C@@H](c2cc(OC)c(C)c(OC)c2OCc2ccccc2)[C@H](C)[C@@H]2O[C@]12C | 33% | x | -3% | 0% | 1% | x | -2%
9 | COc1ccc(S(=O)(=O)Nc2cccc(Cl)c2)cc1OC | -17% | 0% | -2% | 1% | -4% | -7% | 6%[38.3 µM]
10 | Cc1cccc(N2C(=O)CC(Sc3nc(C)cc(C)n3)C2=O)c1 (configuration not stated) | 3% | 3%[9.22 µM] | 3% | 1% | 3% | -1% | -13%[38.3 µM]
11 | NC(=O)C1(N2CCCCC2)CCN(C(=S)Nc2ccc(F)cc2)CC1 | 5%[10 µM] | -15% | -6% | 6% | -25% | u | 2%
12 | NC(=O)Cc1c[nH]c2cccc(O)c12 | 5% | 7% | -2% | 3% | -5% | 7% | 14%[38.3 µM]
13 | Cc1ccc(C)c(NC(=S)N(CCc2nc3cc(C)c(C)cc3[nH]2)Cc2cccnc2)c1 | -23% | 16% | 0% | -9% | -18% | 3% | 1%[38.3 µM]
14 | CC(=NCC1CCCO1)c1c(O)[nH]c(=O)[nH]c1=O (configuration not stated) | -8%[0.074 µM] | 11% | -2% | 2% | -2% | 1% | -14%[38.3 µM]
15 | Cc1ccc(NC(=O)CC2C(=O)N(Cc3ccccc3)C(=S)N2NC(=O)c2ccccc2)c(C)c1 (configuration not stated) | 0%[10 µM] | u | -3% | -9% | -2%[1.84 µM] | u | 9%
16 | Cc1ccc(C)n1-c1ccc(C(=O)N2CCC(C(N)=O)CC2)cc1 | -16% | 35% | -1% | 1% | 23% | -4%[46 µM] | 2%
17 | COc1ccccc1NC(CC(=O)c1ccccc1)C(=O)OCC(=O)c1ccc(F)cc1 (configuration not stated) | 4%[10 µM] | u | 5% | -24% | 5.6µM* | -12% | 4%
18 | Cc1cc(=O)n2[nH]c(SCc3ccc(Cl)cc3)nc2n1 | 2%[10 µM] | -6%[9.22 µM] | x | -2% | x | x | x
19 | Cc1ccc(-n2nnnc2SCc2nnc(-c3ccccc3Br)o2)cc1 | -26% | -24% | 13% | 1% | -29% | u | -5%[38.3 µM]
20 | Cc1ccccc1C(=O)NC(CC(C)C)C(=O)Nc1cccc(S(=O)(=O)N(C)C)c1 (configuration not stated) | -54%[inhibitor] | u | -1% | 3% | -2% | -11%[46 µM] | 0%
21 | COc1ccc(N2CCN(CCNC(=O)c3nnc(Cc4c(F)cccc4Cl)o3)CC2)cc1 | 7%[0.074 µM] | -2% | 0% | 0% | 0% | -10% | 13%[38.3 µM]
22 | CCOC(=O)c1sc(=S)n(Cc2ccccc2)c1N | 0% | 9% | -1% | -9% | -24% | u | 4%[38.3 µM]
23 | Cn1c(=S)[nH]c2cccnc21 | -17%[0.074 µM] | -5% | 1% | 3% | 20% | -7% | 6%[38.3 µM]
24 | CSCc1cc(N(C)C)nc(SCc2ccc(Cl)c(Cl)c2)n1 | -15% | -30% | -5% | 20% | -12% | u | 10%[38.3 µM]
25 | OC(CNCc1ccccc1)c1ccccc1 (configuration not stated) | 19%[10 µM] | 5%[9.22 µM] | x | 8% | x | -5%[46 µM] | x
26 | CC(C)CNC(=O)c1ccc(NC(=O)c2ccccc2[N+](=O)[O-])cc1 | x | -18% | -5% | 2% | -4% | -16% | 0%
27 | Cc1nc(N2CCN(Cc3ccc(Cl)cc3)CC2)c2oc3ccccc3c2n1 | 26%[10 µM] | 22%[9.22 µM] | x | -5% | x | x | x
28 | CC1(C)CC(=O)C2=C(C1)N=c1s/c(=C/c3ccc(F)c(F)c3)c(=O)n1C2c1ccc(F)cc1 (configuration not stated) | 7%[10 µM] | 0% | 3% | 1% | -28% | -12% | -7%
29 | CC(=O)C1=C(C)NC(SCC(=O)c2ccc(C)cc2)=C(C#N)C1c1ccco1 (configuration not stated) | -10% | -4% | 4% | 8% | u | -5% | 33%[activator][38.3 µM]
30 | N=C1S/C(=C\c2ccco2)C(=O)N1c1ccc2c(c1)OCO2 | -21% | 17% | 1% | -29% | 21% | x | 1%
31 | Cc1ccsc1/C=N/NC(=S)NCCc1ccccc1 | -54%[inhibitor] | -15% | 2% | -20% | 20% | x | 3%
32 | c1ccc2c(c1)nnn2CNc1nccs1 | x | 5% | 3% | 0% | -4% | -5% | 0%
33 | Cc1cccc(Nc2nc(NCc3ccco3)c3ccccc3n2)c1 | x | -3% | -1% | 0% | -54%[inhibitor] | u | 14%
34 | Cn1c2ccccc2c(=O)n2c(=O)c3ccccc3cc12 | -6% | 5% | x | -9% | x | -8% | x
35 | CCOc1ccc(OCC(=O)Nc2nccs2)cc1 | -148%[inhibitor] | -10%[9.22 µM] | 11µM* | 4% | 5µM* | x | 15%
36 | Cc1cccc(N(CC(=O)NC(C)(C)C)C(=O)CNC(=O)c2cccs2)c1 | -9%[10 µM] | 12%[9.22 µM] | 4% | 1% | 2% | u | -4%
37 | COC(=O)C1=NN(C(=O)c2ccc(C)cc2)C(O)(c2ccc(Cl)cc2)C1 (configuration not stated) | 2% | 12% | -3% | -10% | 10% | 6% | 15%[38.3 µM]
38 | COc1cccc(C(=O)N2CCCC(c3nc(-c4cccs4)no3)C2)c1 (configuration not stated) | 2%[10 µM] | -9% | -2% | 5% | -30% | -13% | 1%
39 | O=C(CCc1nnc(COc2ccccc2)o1)NC1(c2ccccc2)CC1 | -3%[10 µM] | 0%[9.22 µM] | 3% | 3% | -3% | 3%[46 µM] | 5%
40 | c1ccc(N2CCN(CCCOc3ccc4c(c3)OCO4)CC2)cc1 | -36%&23% | x | -1% | -17% | -12% | x | 10%&27%
41 | CC(=O)c1cc(C#N)c(SCc2ccccn2)nc1C | 5%[10 µM] | -7%[9.22 µM] | x | -1% | x | x | x
42 | CCOC(=O)c1ccc2c(c1)nc(SCc1cn3ccsc3n1)n2CC | -23%[10 µM] | -30% | 3% | -8% | -4% | u | 6%[38.3 µM]
43 | COC(=O)CCCC1=CC2=CC(=O)C(C)(OC(=O)c3ccc(Cl)nc3)C(=O)C2=CO1 (configuration not stated) | -27% | x | -2% | 0% | 1% | x | 1%
44 | CC[C@H](NC(C)C)[C@H](O)c1ccc(O)c(O)c1 | -5%[40.3 µM] | 13% | 2%[17.1 µM] | -1%[21.7 µM] | 19%[20.6 µM] | 10% | 8%
45 | CN1CCN(/N=C/c2nc(-c3cccc([N+](=O)[O-])c3)n3ccccc23)CC1 | 0%[10 µM] | -6% | -1% | -12% | -13% | -7% | 31%[activator]
46 | CCCOC(=O)c1ccc(NC(=O)CCC(=O)OCC)cc1 | -10% | 2% | 13% | 1% | 23% | u | -3%[38.3 µM]
47 | CCCCNC(=S)N(C)/N=C/c1c(F)c(F)c(F)c(F)c1F | 24%[10 µM] | 8% | -1% | 7% | 4% | 4% | -11%
48 | COc1ccc(NC(=O)c2cc3c(Cl)nc4ccccc4c3s2)c(OC)c1 | -3%[10 µM] | 7% | -1% | -5% | -3%[1.84 µM] | -10% | -2%
49 | COc1cc2c(cc1NC(=O)C(C)OC(=O)/C=C/c1ccc(OC(F)F)cc1)oc1ccccc12 (configuration not stated) | -3%[10 µM] | 0% | 1% | -5% | -36%[inhibitor] | -3% | 3%
50 | CN(Cc1cn[nH]c1-c1ccc2c(c1)OCO2)C1CCOCC1 | 17%[10 µM] | 12%[9.22 µM] | -2% | 0% | -10% | -10%[46 µM] | 4%
51 | C=C(C)C(=O)Nc1cccc(C(C)=O)c1 | 18%[10 µM] | -6% | -4% | -2% | 0% | 4% | -4%[38.3 µM]
52 | CN(C)C(CNC(=O)c1ccc(NC(=O)CC#N)cc1)c1ccccc1 (configuration not stated) | -44%[inhibitor] | -3% | -3% | u | 1% | -18%[9.22 µM] | 21%
53 | COc1ccc(Nc2nc(Cl)nc(NCCO)n2)cc1 | 21%[10 µM] | -8% | 0% | 4% | -5% | -8% | -4%
54 | Cc1c(C)n(C(=O)CSc2nncn2C)c2ccccc12 | -5% | -12% | -3% | 0% | 24% | 8% | 11%[38.3 µM]
55 | C/C(Cn1nnc([N+](=O)[O-])n1)=N\NC(=O)c1cccc(Cl)c1 | u | u | 1% | -3% | -19% | u | u
56 | O=C(NNC1=Nc2ccccc2SC1)c1ccccc1F | 13%[10 µM] | 13%[9.22 µM] | x | -11% | x | x | x
57 | COC(=O)c1c(F)c(F)c(N2CCOCC2)c(F)c1F | 1% | -8% | -1% | 0% | x | -8% | 33%[activator][38.3 µM]

Single records, as listed above. Order of screens: HTT ATP protect	HttQ103 aggreg	KinaseGlo FLuc	CBFb-RUNX1 inh	SMN2 splice enh	LMNA splice mod	IMPase Li inh
Shown for Cc1cccc(N(CC(=O)NC(C)(C)C)C(=O)CNC(=O)c2cccs2)c1 : -9%[10 µM]	12%[9.22 µM]	4%	1%	2%	u	-4%
Shown for CN1CCN(/N=C/c2nc(-c3cccc([N+](=O)[O-])c3)n3ccccc23)CC1 : 0%[10 µM]	-6%	-1%	-12%	-13%	-7%	31%[activator]
